EPAC2 ag – agonists of human EPAC2 (RAPGEF4); Q8WZA2; EPAC2 activation, biochemical qHTS; response scale: 100% = 6.5 mM cAMP response; Potency, µM (top dose mostly 154 µM), for the others: at the highest dose activation, most hits filed as activators; hit rate 0.079% among 360,000; AID 720711; note: potency is the fitted concentration of half-maximal effect; nearly all actives have a fitted effect of over 50% in size
Target sequence (Q8WZA2 whole entry, looked up): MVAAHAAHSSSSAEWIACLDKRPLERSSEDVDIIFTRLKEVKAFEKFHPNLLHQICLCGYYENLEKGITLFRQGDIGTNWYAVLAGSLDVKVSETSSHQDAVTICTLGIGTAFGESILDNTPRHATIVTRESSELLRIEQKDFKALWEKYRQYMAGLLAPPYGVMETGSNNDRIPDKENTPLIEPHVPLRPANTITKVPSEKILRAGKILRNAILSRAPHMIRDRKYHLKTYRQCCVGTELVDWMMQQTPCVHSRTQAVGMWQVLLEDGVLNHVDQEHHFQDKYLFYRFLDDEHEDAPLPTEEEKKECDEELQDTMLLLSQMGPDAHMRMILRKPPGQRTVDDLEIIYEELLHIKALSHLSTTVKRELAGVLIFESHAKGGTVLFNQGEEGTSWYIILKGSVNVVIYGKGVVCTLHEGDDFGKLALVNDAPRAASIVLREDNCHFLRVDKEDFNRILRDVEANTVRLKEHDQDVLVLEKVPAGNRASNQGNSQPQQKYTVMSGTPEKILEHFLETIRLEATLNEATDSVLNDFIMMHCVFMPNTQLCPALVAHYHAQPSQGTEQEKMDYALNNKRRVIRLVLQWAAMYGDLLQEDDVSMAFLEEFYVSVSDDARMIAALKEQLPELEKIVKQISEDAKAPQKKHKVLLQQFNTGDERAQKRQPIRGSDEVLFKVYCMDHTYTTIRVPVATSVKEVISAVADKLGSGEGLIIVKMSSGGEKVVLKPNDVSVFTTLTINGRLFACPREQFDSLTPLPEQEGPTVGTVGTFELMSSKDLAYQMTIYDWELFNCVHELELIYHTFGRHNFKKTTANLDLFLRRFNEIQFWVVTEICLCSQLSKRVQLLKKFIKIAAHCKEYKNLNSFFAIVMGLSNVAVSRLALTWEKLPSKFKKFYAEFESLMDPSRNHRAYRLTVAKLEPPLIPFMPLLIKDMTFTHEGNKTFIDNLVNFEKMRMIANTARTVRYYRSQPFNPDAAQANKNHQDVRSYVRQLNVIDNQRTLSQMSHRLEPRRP
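In this primary screen, activation is scored as increased exchange of BODIPY-GDP from Rap1B by 100 nM EPAC2, with 50 uM GDP as competitor. Signal is normalized to the 6.5 mM cAMP agonist control.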
TGFb inhibitor – blocks TGF-b signaling; Potency, µM (top dose mostly 46.1 µM), inactives show at the highest dose activity, negative = inhibition, most hits filed as inhibitors; hit rate 1.2% among 410,000; HepG2 CAGA-GFP TGF-b/SMAD3 reporter, GFP fluorescence, 18 h; TGF-beta stimulated, 500 pg/mL final; note: potency is the fitted concentration of half-maximal effect; % is set by controls: 0 for no effect and ±100 for the full control effect; nearly all actives have a fitted effect of over 65% in size
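Using HEPG2 CAGA-GFP reporter cells at 1000 cells/well, we pinned test compounds, stimulated with recombinant TGF-beta (500 pg/mL final) and measured total well GFP after 18 h.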
Akt phos inh – blocks phosphorylation of Akt. hit rate 0.32% among 360,000. activity change, % for hits at 50 µM. Neuro2A IGF-stimulated pAkt S473 HTRF, 20 min; active compounds read low; in the data active = activity change below about -80%; inconclusive = mostly about -51% to -80%; note: % is set by controls: 0 for no effect and ±100 for the full control effect
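Single-point screen (50 µM final compound) in Neuro2A cells stimulated 20 min with 6 nM IGF at 37 deg C. After lysis, Ser473-phosphorylated Akt read by HTRF (ex 330 nm, em 615/665 nm) as the 665/615 ratio.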
MmCpn inh – blocks the Methanococcus maripaludis chaperonin Mm-Cpn | Potency, µM (top dose mostly 76.9 µM), for inactives: at the highest dose activity, negative = inhibition, most hits filed as inhibitors | hit rate 0.031% among 330,000 | purified Mm-Cpn ATPase, ADP Transcreener TR-FRET; note: potency is the fitted concentration of half-maximal effect; % is set by controls: 0 for no effect and ±100 for the full control effect; nearly all actives have a fitted effect of over 80% in size
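ATPase turnover read by TR-FRET ADP competition (Eu cryptate antibody/ADP-d2, 665/590 nm): 10uM ATP final, 25nM Mm-CPN final, 30 min 37degC after 10-min compound preincubation, pH 7.4 Tris/KCl/MgCl2/DTT buffer.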
Nrf2 inh – blocks Nrf2 signaling. Potency, µM (doses to about 46 µM), for the others: top-dose activity change, negative = inhibition, usual class: inhibitors. hit rate 2.1% among 360,000. A549 ARE-Fluc reporter, luciferase luminescence, 18-24 h; note: potency is the fitted concentration of half-maximal effect; % is set by controls: 0 for no effect and ±100 for the full control effect; nearly all actives have a fitted effect of over 60% in size
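Nrf2 activity is the BugLite luminescence, read 15 min after reagent at room temperature, following CellTiter-Fluor cytotoxicity readout (30 min, 37C). Compound titrations were applied for 18-24 h to 5000 A549 ARE_Fluc cells/well in 5% FBS OPTI-MEM.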
CCT chaperon mod – changes cytosolic chaperonin activity | hit rate 0.3% among 360,000 | activity change, % (test concentration not listed), hits read low | purified chaperonin ATPase assay, HTRF ADP detection, 30 min; in the data active = activity change below about -30%; note: % is set by controls: 0 for no effect and ±100 for the full control effect
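Enzyme 40 or 20 nM (batch-dependent) in Tris pH 7.4/KCl/MgCl2/DTT; cpd 76 uM single point; ATP 10 uM; 30 min 37 °C; Transcreener ADP HTRF detection, 30 min RT; ratio 665/615.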
A549 tox – A549 cytotoxicity, counter-screen for Nrf2 inhibitors. Potency, µM (doses to about 46 µM), for the others: top-dose activity change, negative = cytotoxicity, usual class: inhibitors. hit rate 0.16% among 390,000. A549 ARE-Fluc cells, CellTiter-Fluor viability, 18-24 h. AID 504648; note: potency is the fitted concentration of half-maximal effect; % is set by controls: 0 for no effect and ±100 for the full control effect
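Cytotoxicity counterscreen: CellTiter-Fluor fluorescence was measured in A549 ARE_Fluc cells after 18-24 h of compound exposure in a concentration series. The subsequent BugLite luminescent read reports ARE-luciferase activity.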
Nrf2 activator – activators of Nrf2 (ARE) signaling; AREc32 ARE-luciferase reporter (MCF7-derived line), luminescence, 24 h; Potency, µM (top dose mostly 46.1 µM), without a hit: top-dose activation, most hits filed as activators; hit rate 0.31% among 410,000; AID 624171; note: potency is the fitted concentration of half-maximal effect; % of control where 0% means no effect; nearly all actives have a fitted effect of over 65% in size
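AREc32 cells carrying an ARE-driven firefly luciferase reporter were seeded at 1000 cells/well in OPTI-MEM with 5% FBS, then exposed to compound for 24 hr at 37 deg C. Luminescence was read with Steady-Glo after 30 min at RT.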
EPAC2 antagonist – blocks human EPAC2 exchange factor; Q8WZA2; EPAC2 GEF exchange of Rap1B-BODIPY-GDP, fluorescence; Potency, µM (series often up to 114 µM), without a hit: at the top dose activity, negative = inhibition, actives largely listed as inhibitors; hit rate 0.18% among 360,000; note: potency is the fitted concentration of half-maximal effect; % is set by controls: 0 for no effect and ±100 for the full control effect; nearly all actives have a fitted effect of over 45% in size; many of its hits are not listed in these tables
* hit, by the source's call; i = inactive; ? = inconclusive; . = not tested or not shown; [ ] = another dose, or the depositor's remark. Unless noted, calls come from the whole dose curve; as a rule, active = well fitted curve in the direction sought with a large enough effect; inconclusive = small, poorly fitted or top-dose-only effect, or another doubt; inactive = no such curve, though single readings can be large; an effect the other way counts as inactive or inconclusive.

SMILES	EPAC2 ag	TGFb inhibitor	Akt phos inh	MmCpn inh	Nrf2 inh	CCT chaperon mod	A549 tox	Nrf2 activator	EPAC2 antagonist
CCOC(=O)c1sc(N)c(C(=O)OCC)c1C	-6%	12%	i	0%	21%	-1.3	1%	4.3%	-10%
Cc1cc(Br)cn2c(Cc3ccccc3C(F)(F)F)c(-c3ccccc3)nc12	-2%	.	i	.	.	-0.4	.	4.9%	-17%
CCOC(=O)C1=C(COC(=O)c2ccccc2OC)NC(=O)NC1C (centres undefined)	3%	-4%	i	1%	3%	-2.6	5%	3.3%	4%
O=C(Nc1ccccc1O)/C(=C\c1ccccc1)NC(=O)c1ccccc1	3%	-10%	i	-3%	10%	-5.8	1%	-0.9%	-5%
COc1ccccc1C1SCCN1S(C)(=O)=O (centres undefined)	7.9µM*	16%	.	1%	27%	0.3	2%	-0.9%	0%
CCOc1ccc(N2C(=O)CC(Sc3nc4ccc(OCC)cc4s3)C2=O)cc1 (centres undefined)	3%	10%	i	.	32%	-1.7	-2%	0.5%	1%
Cc1cc(C)c2cc(C)c3nnc(SCC(=O)NCc4ccc5c(c4)OCO5)n3c2c1	-2%	0%	i	-2%	-22%	1.8	-7%	-0.7%	4%
CCCCNC(=O)C1(C)CCN1C(=O)c1ccc2sccc2c1 (centres undefined)	-1%	-3%	i	.	.	-2.5	.	-0.8%	2%
Cc1cc(C(=O)NNC(=S)NCc2ccco2)n(C)n1	5%	2%	i	-4%	2%	-0.9	-1%	1.3%	-2%
O=c1c(-c2ccccc2)n[nH]c2ccccc12	4%	?	i	1%	.	1.0	-8%	1.5%	-1%
CC(C)c1ccc(/C=C/C(=O)n2nnc3ccccc32)cc1	19%	10%	i	.	-12%	0.5	-6%	4.6%	-6%
C=CCn1ccc(=O)nc1SC	10%	-3%	i	.	1%	-3.5	3%	-0.2%	7%
CCOC(=O)Cc1nn(Cc2ccc(Cl)cc2)c(=O)c2ccccc12	3%	-26%	i	-3%	-25%	-8.1	17%	-0.1%	?
COc1ccc(NC(=O)CCN2CCN(CCO)CC2)cc1	.	5%	.	.	3%	.	0%	1.5%	.
Clc1ccc(C=NNc2ccccn2)c(Cl)c1	-1%	-1%	i	.	?	-2.4	2%	?	4%
COc1ccc(CC(NC(C)=O)C(=O)NC2CCN(c3nc(C)cc(C)c3C#N)CC2)cc1 (centres undefined)	3%	4%	i	-2%	-7%	-1.3	10%	-0.2%	3%
COC(=O)C1=C(O)/C(=C/c2ccc(OCC(=O)Nc3ccccc3)cc2)N=C1C	-7%	-1%	i	?	1%	0.0	-2%	0.2%	10%
Cc1ccc(S(=O)(=O)NCCC(=O)OCC(=O)NCCc2ccccc2)cc1C	-11%	-7%	i	-5%	15%	-2.3	-2%	0.0%	-3%
O=C(O)COc1ccc(/C=N/NC(=O)C(O)(c2ccccc2)c2ccccc2)cc1	5%	0%	i	1%	8%	-3.3	5%	-0.7%	5%
O=C(COc1coc(CN2CCc3ccccc3C2)cc1=O)Nc1cccc(F)c1	2%	-8%	i	-1%	1%	2.2	5%	3.6%	13%
COc1cc(/C=N/NC(=O)c2sc(N)c(C#N)c2C)ccc1O	4%	?	i	0%	?	-2.8	12%	4.9%	-1%
CCOC(=O)c1c(C)c(C(=O)Nc2ccc3c(c2)OCCO3)c(C)n1C	4%	15%	.	1%	.	-0.9	-11%	0.4%	8%
CCOC1=C2[C@@H](CN(S(=O)(=O)c3ccc(C)cc3)[C@H]2c2ccc(CC)cc2)[C@H]2C(=O)N(C)C(=O)[C@H]2C1	8%	-9%	i	.	.	0.9	.	0.2%	-13%
CCn1c(Cc2ccccc2)nnc1SCc1nc2ccccc2c(=O)[nH]1	2%	-21%	i	-2%	-9%	-2.3	5%[1.84 µM]	-0.8%	0%
CCOC(=O)C1CCN(C(=O)c2cc(C)n(C(C)(C)C)n2)CC1	-5%	18%	i	3%	20%	0.2	2%	-0.5%	-13%
COCCN(C(=O)COC(=O)CCS(=O)(=O)c1ccccc1)c1c(N)n(Cc2ccccc2)c(=O)[nH]c1=O	11%	4%	i	1%	7%	-1.5	0%	0.0%	6%
Cc1c(Cl)cccc1N1C(=O)CC(NNC(=O)c2ccc3c(c2)OCO3)C1=O (centres undefined)	-1%	8%	i	1%	5%	0.8	3%	0.4%	10%
CC(CN1CCCC1)OC(=O)C(c1ccccc1)c1ccccc1 (centres undefined)	12%	-2%	i	1%	-1%	-0.6	-2%	-1.2%	-11%
CSc1ccccc1NC(=O)c1cc2ncc(Br)cn2n1	2%	1%	i	-5%	?	1.5	15%	2.8%	5%
COC(=O)c1ccc(Cl)c(NC(=O)CN(c2ccc(OC)c(OC)c2)S(C)(=O)=O)c1	5%	3%	i	-2%	-1%	0.3	5%	4.5%	-12%
CC(=O)Cn1c(N2CCC(Cc3ccccc3)CC2)nc2c1c(=O)[nH]c(=O)n2C	7%	-1%	i	-2%	.	0.3	3%	-0.3%	20%
CCCNC(=O)c1cc(Cl)c(NC(=O)C2=CSCCO2)cc1OC	2%	18%	i	0%	1%	-0.3	-3%	3.2%	2%
COc1ccc(CN2CCN(CCCc3ccccc3)C(CCO)C2)c(OC)c1 (centres undefined)	10%	-12%	i	-1%	-2%	1.7	1%	3.5%	0%
Fc1cccc(CCN2CCNC[C@H]2Cc2cccc3ccccc23)c1	3%	16µM*	i	-2%	20%	1.7	3%	-6.0%	6%
O=C(NC1CCCN(Cc2ccc(Cl)cc2)C1)c1cccc(F)c1 (centres undefined)	25%	-17%	i	0%	13%	0.0	10%	-1.0%	-7%
Cc1cccnc1CCNCc1c(C(=O)N2C[C@@H](C)O[C@@H](C)C2)nc2ccc(Cl)cn12	7%	2%	i	1%	6%	1.0	-2%	0.2%	5%
CCSCC(C)(C)n1[nH]c2ccccc2c1=O	1%	-4%	i	.	.	0.1	.	-0.6%	6%
COc1ccc2cc(Br)ccc2c1CC(=O)NC1CC(C)(C)NC(C)(C)C1	7%	-60%	i	-9%	-4%	-0.7	9%	6.9%	5%[57.1 µM]
Cc1ccc(OCCSc2nc3ccccc3n2CC(=O)N2CCCCC2)c(C)c1	.	?	.	.	?	.	-1%	0.0%	.
Cc1[nH]n(-c2ccccc2)c(=O)c1/C=C1\C=NN=C1c1ccccc1	3%	?	i	0%	9%	1.7	3%	3.2%	-2%

TGFb inhibitor: entries above that show a hit.
Molecule,TGFb inhibitor,Akt phos inh,MmCpn inh,CCT chaperon mod,EPAC2 antagonist
Fc1cccc(CCN2CCNC[C@H]2Cc2cccc3ccccc23)c1,16µM*,i,-2%,1.7,6%

(cont.)
SMILES	EPAC2 ag	TGFb inhibitor	Akt phos inh	MmCpn inh	Nrf2 inh	CCT chaperon mod	A549 tox	Nrf2 activator	EPAC2 antagonist
CCOC(=O)C1CCN(C(=O)Nc2cccc(Cl)c2)CC1	-4%	-7%	i	1%	3%	-1.4	-3%	-0.4%	-1%
Nc1ccc(S(=O)(=O)NC2(C(F)(F)F)NC(=O)N(c3ccccc3F)C2=O)cc1 (centres undefined)	-10%	-1%	i	3%	16%	0.6	0%	-0.6%	-3%
Cc1cc(C(=O)Nc2ccc(S(=O)(=O)N3CCCC3)cc2)no1	9%	0%	i	1%	-7%	-12	-7%	-0.6%	-2%
COc1ccccc1N1CCN(C(c2cccs2)C(C)NC(=O)C(=O)N2CCCCC2)CC1 (centres undefined)	1%	-6%	i	?	-21%	-0.4	-3%	0.0%	-2%
COc1ccc(NC(=O)CCCc2ccccc2)c(OC)c1	5%	-3%	i	-4%	20%	-0.7	10%	3.5%	2%
COc1ccc(NC(=O)NCCCN2CCc3ccccc3C2)cc1	3%	-2%	i	0%	7%	-1.0	-7%	3.1%	3%
CCC(Oc1ccccc1)C(=O)Nc1ccccn1 (centres undefined)	-8%	-2%	i	1%	?	-9.3	9%	?	-1%
CC1CC(C)(C)N(C(=O)CN2CCN(C)CC2)c2ccccc21 (centres undefined)	10%	-11%	i	-9%	-5%	-0.2	3%	-0.4%	3%
Cc1ccc(C)c(NC(=O)COC(=O)c2ccc(S(=O)(=O)N3CCCC3)cc2)c1	3%	-3%	i	.	.	-1.0	.	-0.7%	10%
O=C(c1ccc2c(Cl)c3c(nc2c1)CCCC3)N1CCN(c2cccc(C(F)(F)F)c2)CC1	.	1%	.	.	14%	.	1%	-1.5%	.
Cc1ccc(/C=N/NC(=S)Nc2cccc(S(=O)(=O)N(C)C)c2)o1	12%	?	i	-5%	?	-2.2	6%	2.6%	2%
CCc1cc(C(=O)N2CCCC(CCC(=O)N3CCN(c4ccccn4)CC3)C2)no1 (centres undefined)	8%	?	i	0%	?	0.1	-1%	0.1%	11%
Cc1ccc(/C=N/NC(=O)c2cccc(S(=O)(=O)Nc3ccccc3Cl)c2)s1	9%	2%	i	2%	-2%	0.8	-9%	-0.1%	-2%
Cc1[nH]c2ccccc2c1SCC(=O)O	6%	-7%	i	-2%	-6%	-3.4	-6%	2.2%	10%
O=C(NCc1cc([N+](=O)[O-])ccc1O)c1cccc(NS(=O)(=O)c2ccccc2)c1	1%	-15%	i	0%	9%	0.7	-4%	-1.1%	0%
CCc1ccc(C(=O)CSc2n[nH]c(-c3ccncc3)n2)cc1	6%	1%	i	-10%	12%	1.0	3%	0.0%	3%

Screening results deposited in PubChem BioAssay by National Center for Advancing Translational Sciences (NCATS).

This is a subset; count on the stated rates, not on these rows.
